GalR3 antagonist: GalR3 antagonists in HEK293 cells, primary screen, cell-based, fluorescence readout. HEK293 GalR3-CNG cAMP membrane potential fluorescence; galR3 body fused to GalR1 C-terminus. AID 651719, 2012. Galanin receptor type 3 (Homo sapiens), O60755. actives 0.44% (n = 360,000). inhibition, % at 3 µM;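 active = inhibition above the screen-wide average plus 3 SD, cut at about 13% in these data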;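 also: forskolin and galanin both at EC90 stimulate the cells; cAMP rise reported by CNG channel membrane potential dye signal; 0% = forskolin plus galanin with DMSO and 100% = forskolin alone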
Target sequence (O60755 1-299 limits assumed): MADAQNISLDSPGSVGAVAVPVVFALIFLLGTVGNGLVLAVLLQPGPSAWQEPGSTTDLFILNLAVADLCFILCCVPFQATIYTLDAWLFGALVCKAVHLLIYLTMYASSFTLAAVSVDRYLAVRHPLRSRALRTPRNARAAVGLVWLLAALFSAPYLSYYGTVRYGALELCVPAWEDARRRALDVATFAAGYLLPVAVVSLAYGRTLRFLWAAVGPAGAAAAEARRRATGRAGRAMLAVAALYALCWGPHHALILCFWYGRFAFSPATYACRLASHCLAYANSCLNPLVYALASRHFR
NALP1 inh: NALP1 inflammasome inhibitors in reconstituted yeast, colorimetric, S. cerevisiae, triplicate retest. inhibition, % at 10 µM. S. cerevisiae NALP1/ASC/caspase-1 growth, X-gal OD620, 72 h. AID 2071, 2009. actives 0.61% (n = 280,000); in the data active = inhibition mostly above about 24%, no sharp cut-off; inactive = mostly below about 32%; also: some compounds called inactive have numbers as strong as hits
V1R ag counter: agonists of human V1a receptor, primary screen, counter-screen for OXTR agonist project, fluorescence, CHO-V1R cells; Vasopressin V1a receptor (Homo sapiens), P37288; Fluo-8 calcium fluorescence, agonist mode; 0% DMSO, 100% 3 nM vasopressin; activation, % at 3 µM; actives 0.25% (n = 320,000); AID 2797, 2010;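 active = activation above the mean activation of all tested compounds plus 3 SD, per screening run, cut at about 20% in these data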;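 also: signal is peak over basal fluorescence ratio across a 100 second FLIPR read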
MEKK2wt PB1 HTS: modulators of MEK5 binding to wildtype MEKK2, primary screen, biochemical, multiplex bead flow cytometry, Alexa488-MEK5; Mitogen-activated protein kinase kinase kinase 2 (Homo sapiens), Q9Y2U5; Alexa488-MEK5 binding to MEKK2 WT; actives lie on both sides; binding response (% of control), % at 10 µM; actives 1.1% (n = 290,000); in the data active = binding response below about 67% or above about 130%; inconclusive = no clear call, values can overlap the other calls; inactive = in between
GPR7 antagonist: GPR7 receptor antagonists, primary screen, cell-based, fluorescence, single concentration. Neuropeptides B/W receptor type 1 (Homo sapiens), P48145. GPR7-expressing cells, fluorescence antagonist assay. inhibition, % at 4.4 µM. actives 1.1% (n = 290,000). AID 1861, 2009; in the data active = inhibition above about 16%, passing the limit was not always enough;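 also: cells stimulated with the agonist NPW; 0% = agonist with vehicle and 100% = vehicle without agonist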
Target sequence (P48145 whole entry, looked up): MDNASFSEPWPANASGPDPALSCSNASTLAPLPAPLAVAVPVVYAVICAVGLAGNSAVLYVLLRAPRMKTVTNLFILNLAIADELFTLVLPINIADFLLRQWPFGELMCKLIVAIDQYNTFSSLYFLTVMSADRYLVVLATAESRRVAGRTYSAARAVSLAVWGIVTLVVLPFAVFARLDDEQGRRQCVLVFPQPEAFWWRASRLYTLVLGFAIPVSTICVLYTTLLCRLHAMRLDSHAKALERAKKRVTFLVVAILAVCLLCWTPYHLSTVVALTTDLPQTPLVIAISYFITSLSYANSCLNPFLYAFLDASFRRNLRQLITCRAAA
OXTR agonist: human OXTR agonists, primary screen, fluorescence, CHO-OTR cells, Fluo-8 calcium; Oxytocin receptor (Homo sapiens), P30559; activation, % at 3 µM; actives 0.32% (n = 320,000); Fluo-8 calcium fluorescence; normalized: DMSO 0%, oxytocin 100%;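 active = activation above the mean of all tested compounds plus 3 SD, cutoff set per screening run, cut at about 20% in these data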;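 also: peak over basal fluorescence ratio from a 100 s FLIPR kinetic read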
Target sequence (P30559 whole entry, looked up): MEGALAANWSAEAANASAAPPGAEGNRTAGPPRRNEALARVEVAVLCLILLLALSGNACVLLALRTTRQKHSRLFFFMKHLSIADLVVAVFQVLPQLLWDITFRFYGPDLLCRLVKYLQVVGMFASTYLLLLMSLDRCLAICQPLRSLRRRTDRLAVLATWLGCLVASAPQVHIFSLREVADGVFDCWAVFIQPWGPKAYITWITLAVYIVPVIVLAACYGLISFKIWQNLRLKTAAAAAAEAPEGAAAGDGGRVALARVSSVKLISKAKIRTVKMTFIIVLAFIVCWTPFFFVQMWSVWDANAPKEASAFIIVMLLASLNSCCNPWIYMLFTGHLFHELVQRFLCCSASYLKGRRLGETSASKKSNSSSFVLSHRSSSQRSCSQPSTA
MEKK2mut PB1 HTS: MEK5 binding signal on mutant MEKK2 PB1, primary screen, biochemical, multiplex bead flow cytometry, Alexa488-MEK5; Alexa488-MEK5 binding to MEKK2 mutant; percent response, % at 10 µM; actives 0.35% (n = 290,000); in the data active = percent response above about 24%, passing the limit was not always enough; also: inactives centre near 1; some results filed as inactive read as strong as hits; reference of the scale not given here
MEKK3 PB1 HTS: modulators of MEKK3-MEK5 PB1 binding, primary screen, biochemical, wildtype MEKK3, multiplex bead flow cytometry, Alexa488-MEK5; bead-based flow cytometry, Alexa488-MEK5 binding to MEKK3; actives lie on both sides; 0 = blocked by unlabeled MEK5, 100 = vehicle; binding response (% of control), % at 10 µM; AID 1529, 2009; Mitogen-activated protein kinase kinase kinase 3 (Homo sapiens), Q99759; actives 1.4% (n = 290,000);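 active = binding response more than 3 SD above or below the average of its plate-row segment, actives on both sides; inconclusive = wells at one plate position flagged as instrument error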;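 also: Alexa488 bead fluorescence after subtracting the streptavidin-only scavenger bead signal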
PHOSPHO1 inh: PubChem AID 1565. Phosphoethanolamine/phosphocholine phosphatase (Homo sapiens), Q8TCT1. recombinant PHOSPHO1, absorbance phosphatase assay. inhibition, % at 13.3 µM. actives 1.1% (n = 290,000); in the data active = inhibition above about 60%
* = called active by the depositor; ? = inconclusive; . = not tested or not shown; [ ] = another dose, or the depositor's remark.

Order of results – GalR3 antagonist	NALP1 inh	V1R ag counter	MEKK2wt PB1 HTS	GPR7 antagonist	OXTR agonist	MEKK2mut PB1 HTS	MEKK3 PB1 HTS	PHOSPHO1 inh
> O=C(c1cc([N+](=O)[O-])ccc1Cl)N1CCN(Cc2ccccc2)CC1
    0	.	-0.1	104	2	-0.8	4	102	.
> O=C(NCCc1ccccn1)C1CCN(S(=O)(=O)c2ccc(Cl)cc2)CC1
    -6	-18	0.6	97	5	-0.1	-4	106	43
> CCCn1c(SCC(=O)NC2CC2)nnc1-c1cccs1
    -2	-7	0.7	96	-23	-0.4	-3	96	23
> COCCCn1c2nc3ccccc3nc2c2c(=O)n(Cc3ccccc3Cl)cnc21
    .	14	1.6	106	.	1.4	2	107	4
> CCOCCCNC(=S)N1CCN(c2nc(-c3ccccc3)cs2)CC1
    -5	8	5.0	106	-2	5.8	6	101	39
> Cc1ccnn1CC(=O)N/N=C/c1ccc2c(c1)OCO2
    -4	12	-0.9	93	-4	0.7	-2	93	5
> c1ccc(-c2cnc(-c3cccnc3)o2)cc1
    -5	-8	-0.3	112	11	-1.7	12	108	-5
> COc1ccc(-c2cc(=O)c3ccccc3o2)cc1
    -2	3	-0.1	104	.	-1.2	3	107	31
> O=C(O)c1ccccc1SCc1csc(-c2ccccc2)n1
    -7	5	1.0	95	-13	0.7	1	95	-19
> CC(=O)c1cccc(NC(=O)C(OC(=O)c2cccc(S(=O)(=O)N(C)c3ccccc3)c2)c2ccccc2)c1 (configuration not stated)
    -1	.	2.3	101	-5	0.5	-2	103	-4
> CC(C)c1ccc(NC2CCCN(C(=O)CN3CCOC3=O)C2)cc1 (configuration not stated)
    -2	3	1.1	106	-10	0.8	8	104	14
> CCN(CC)C(c1ccc(F)cc1)c1nnnn1CC1CCCO1 (configuration not stated)
    -2	-8	4.4	103	-4	0.2	5	101	11
> CCOc1ccc(CCNC(=O)Cn2cccc2C(=O)c2ccccc2C)cc1OCC
    -1	9	0.4	96	-4	-2.8	-2	101	-18
> Cc1ccc2c(c1)NC(=O)c1cccnc1N2
    -3	6	-1.1	.	-8	-1.9	.	.	15
> COc1ccc(NC(=O)N(Cc2cc3ccc(OC)cc3[nH]c2=O)CC2CCCO2)cc1 (configuration not stated)
    0	16	-0.9	102	1	-1.8	-2	100	41
> CC(C)CCNC(=O)C(c1ccco1)N(C(=O)Cn1nnc2ccccc21)c1ccc2c(c1)OCO2 (configuration not stated)
    -2	26	-1.5	102	0	-2.3	3	102	-7
> Cc1nnc(SCCCCSc2nnc(C)c(=O)[nH]2)[nH]c1=O
    -3	-4	-0.3	95	-12	0.2	-7	105	-10
> COc1ccc(S(=O)(=O)N(C)CC(=O)N2CCC(C(N)=O)CC2)cc1
    -2	7	3.5	105	-17	0.2	6	102	5
> COc1ccc(-c2c(C#N)c(SCC(=O)c3cc4ccccc4oc3=O)nc(C)c2C(=O)Nc2ccccc2)cc1
    -1	16	0.8	108	-10	-0.1	38	106	-6
> COc1ccc(-c2n[nH]c(=S)n2-c2ccc(C)cc2)cc1
    -6	.	3.7	102	-7	1.2	-5	100	6
> CCN(CC(=O)NCc1ccc(F)cc1)C(=O)C1CC1C (configuration not stated)
    -10	20	1.2	98	-7	6.8	-2	100	12
> CCN(CC)S(=O)(=O)c1ccc2oc(C(=O)N3CCCCCC3)c(C)c2c1
    0	-2	0.8	98	-7	-0.8	0	100	-40
> CC(=O)Nc1cccc(-c2nnc3n2CC(C)S3)c1 (configuration not stated)
    -1	30	1.2	102	3	-1.4	4	103	7
> CCn1nccc1C(=O)Nc1ccc(Cl)cn1
    -1	46	-0.3	131	-4	-1.2	12	115	20
> COc1ccc(N2CCN(C(=O)C(NC(=O)c3c(F)cccc3F)C(C)C)CC2)cc1 (configuration not stated)
    -9	27	-0.6	96	25	-0.6	-11	95	23
> COc1ccc(CN2CCN(CCc3ccccc3)C(CCO)C2)cc1Cn1cncn1 (configuration not stated)
    -4	0	0.0	103	-2	-0.3	-9	99	28
> OCCNCc1cc(Br)ccc1OCc1ccc(Cl)cc1Cl
    -8	23	.	145*	21	.	35*	110	0
> COc1ccc(-n2cnc3cc(NCc4ccccn4)ccc32)cc1
    .	-7	0.6	98	-6	-0.2	-2	98	32
> Cc1nc2scc(C)n2c(=O)c1S(=O)(=O)Nc1ccc(N2CCOCC2)cc1
    2	26	2.9	100	-10	2.0	-1	97	18
> CC(=O)/C(=C\N(C)C)Sc1ccc(Cl)cc1
    -8	28	-0.2	?	19	-1.8	-41	?	36
> COc1cccc(C(=O)NC(=O)Nc2cc(C)[nH]n2)c1
    -1	.	0.9	98	-13	-0.4	-2	104	25
> Cc1cccc(CSC2=NCCN2C(=O)c2ccc(Br)o2)c1
    -3	18	0.7	103	0	-0.9	3	100	3
> Cc1cccc(C)c1NC(=O)COC(=O)c1ccc2[nH]c3c(c2c1)CCCC3
    -3	2	0.3	116	-11	0.8	0	115	39
> CCC1Cc2c(nc(N)c3c(N)nc(N4CCOCC4)c(C#N)c23)O1 (configuration not stated)
    -1	8	-0.1	102	-8	-0.2	2	97	24
> C/C(N)=C(/C#N)C(=O)COC(=O)C1CCN(C(=O)c2ccc(Cl)cc2)CC1
    -5	6	3.8	99	-11	4.5	-1	102	12
> Clc1ccc(OCc2cn3cccnc3n2)c2ncccc12
    -1	-3	.	104	-11	.	2	103	-62
> O=C(NC1CCCCC1)NC1C2CC3CC(C2)CC1C3 (configuration not stated)
    -3	0	0.1	110	-2	-1.3	10	105	43
> CSCCC(Nc1ccc(S(=O)(=O)N2CCOCC2)cc1[N+](=O)[O-])C(=O)OCC(=O)N(C(C)C)C(C)C (configuration not stated)
    -6	35	-0.4	99	2	-1.0	-1	98	-8
> O=C(CSc1ccccn1)C12CC3CC(CC(C3)C1)C2
    -8	18	-1.1	99	-6	-2.7	0	101	-13
> Cc1cc(CNC(=O)CCc2nnc(CCCCc3ccccc3)o2)nn1C
    -5	-11	0.5	99	-11	1.0	1	98	23
> CC(C)(C)NC(=O)CSc1nc(-c2ccccc2)cc(=O)[nH]1
    -3	9	0.4	100	-7	0.0	1	100	48
> CN(Cc1ccccc1)C(=O)c1cc(S(=O)(=O)N2CCOCC2)cn1C
    .	-6	0.5	105	-8	-0.1	9	106	20
> COC(=O)c1c(NC(=O)c2cccs2)sc2c1CCC(C)C2 (configuration not stated)
    -6	-17	1.1	100	-18	1.6	4	102	-1
> Nc1nc2c(-c3ccc(Br)cc3)nnn2c2ccccc12
    -6	6	0.9	102	3	0.3	5	100	23
> COc1ccc(Cl)cc1NC(=O)CCNC(=O)Cn1ccc2ccccc2c1=O
    .	11	0.1	101	-11	0.2	-1	104	35
> COc1cc(OC)c(OC)cc1C#N
    -6	6	0.8	101	-5	-0.1	5	111	11
> C/C=C/c1ccc(OCCN2CCc3ccccc3C2)c(OC)c1
    -4	44	-0.6	101	-16	-1.8	-3	100	5
> COc1cc(-c2nnc(SC/C=C/c3ccccc3)n2N)cc(OC)c1OC
    -2	-6	0.0	99	1	-2.6	-4	100	41
> CCCCNS(=O)(=O)c1ccc(NC(=O)c2c(-c3ccccc3Cl)noc2C)cc1
    .	12	6.2	102	13	6.3	4	102	-11
> Cc1cc(=O)oc2cc(OC(=O)c3cncc(Br)c3)ccc12
    -4	14	-0.8	100	0	0.2	-3	103	6

Further results:
Order of results – GalR3 antagonist	NALP1 inh	V1R ag counter	MEKK2wt PB1 HTS	GPR7 antagonist	OXTR agonist	MEKK2mut PB1 HTS	MEKK3 PB1 HTS	PHOSPHO1 inh
> O=C(Cc1ccc(Nc2nc3ccc(Br)cc3[nH]2)cc1)NCCc1cccs1
    15*	14	4.3	129	3	3.2	7	103	58
> Cc1ccccc1NC(=O)c1ccc(C)c(S(=O)(=O)NCc2cccnc2)c1
    2	12	7.5	102	-6	0.4	7	105	-1
> COc1ccccc1CNC(=O)C(=O)NCC1OCCN1C(=O)c1ccc(Cl)cc1 (configuration not stated)
    7	.	-1.4	105	-8	-2.0	11	109	32
> O=C(c1cc([N+](=O)[O-])ccc1N1CCCCC1)N1CCCC1
    -1	26	-0.7	99	4	-1.8	2	126	0
> COCCn1c(C)cc(C(=O)COC(=O)c2ccc(-n3nc(C)cc3C)cc2)c1C
    -2	-10	3.2	102	-4	1.9	1	100	-14
> O=C(O)CCCCCN1C(=O)/C(=C/c2ccncc2)SC1=S
    5	14	2.3	101	3	1.7	-2	100	0
> CCC(=O)n1nc(-c2ccc(OC)cc2)nc1N
    -3	24*	-0.1	100	-9	-2.2	-2	95	30
> COc1ccccc1CCNC(=O)c1cc(-c2ccccn2)nc2ccc(Br)cc12
    .	-32	0.3	94	-9	-1.3	-2	100	46
> CCOC(=O)C1(CCc2ccccc2)CCN(C(=O)CCc2cnn(C)c2)CC1
    -6	8	1.3	101	-20	0.1	5	98	15
> CCc1cc(=O)n2[nH]c(C)c(-c3ccc(OC)cc3)c2n1
    -3	4	1.2	100	14	-1.1	-7	101	27
> CC(C)(C)c1cc(C(=O)O)n(Cc2ccc(Cl)cc2Cl)n1
    -4	-11	-0.1	103	-15	-2.8	5	105	2
> CCOc1nnc(C)c2c(C)n(-c3cccc(Cl)c3)nc12
    0	46	0.2	72*[inhibitor]	-6	-1.1	20	95	22
> CN(C)CCNc1nc2c(c(=O)[nH]c(=O)n2C)n1CCOc1ccccc1
    -7	23	1.6	105	-11	0.5	2	101	14
> CCN(CC)CCCNC(=S)N(Cc1cccnc1)Cc1cc2cc(C)cc(C)c2[nH]c1=O
    -3	4	0.6	87	1	-0.2	-1	84	15
> O=C(c1ccccc1)c1c[nH]c2cc3c(cc2c1=O)OCO3
    .	13	.	97	-8	.	-1	127	0
> CCCC1=C(C(=O)OCC)C(c2cc(Cl)cc(OC)c2OCc2ccccc2)NC(=O)N1 (configuration not stated)
    -6	8	2.7	98	0	3.8	-1	103	16
> Cc1ccc([N+](=O)[O-])cc1S(=O)(=O)NCC1COc2ccccc2O1 (configuration not stated)
    -1	15	5.9	101	-9	2.0	1	104	29
> CCOC(=O)C/C(C)=N/NC(=O)Nc1ccccc1
    -5	17	0.4	98	-12	0.0	-3	93	7
> CC(C)(C)NC(=O)COC(=O)c1ccc(O)cc1
    -1	12	1.0	109	16*	2.1	5	106	26
> NCc1ccccc1COc1ccccc1
    -3	36	1.9	101	-9	6.2	0	83	-29
> CC(=O)Nc1ccccc1OCc1nnc(-c2ccccc2Cl)o1
    -6	-1	3.3	103	1	4.1	-1	100	-1
> COCCNC(=O)C1CCN(S(=O)(=O)c2c(C)noc2/C=C/c2cccs2)CC1
    -6	9	0.8	105	-12	0.5	4	106	32

Screening results deposited in PubChem by several laboratories.
